# TDP43 rescue = qHTS of TDP-43 Inhibitors | AID 652104, 2013 | TDP-43 expressing yeast growth rescue, BacTiter-Glo, 24 h | Potency, µM (titrated, usually from 46.1 µM), without a hit: at the highest dose growth rescue (activation), most hits filed as activators | actives 1.8% (n = 410,000); further: % of control where 0% means no effect; nearly all actives have a fitted effect of over 50% in size
#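 Cell-based yeast growth screen: TDP-43 expression induced in galactose, inoculum OD600=0.02 after raffinose pregrowth to mid-log. Read-out BacTiter-Glo luminescence at 24 hr, 30 deg C; inhibition of toxicity seen as signal increase.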
# EPAC1 antag = qHTS for Antagonist of cAMP-regulated guanine nucleotide exchange factor 3 (EPAC1): primary screen; Rap guanine nucleotide exchange factor 3 (Homo sapiens), O95398; Potency, µM (highest dose often 115 µM), for the others: at the top dose activity change, negative = inhibition, hits mostly inhibitors; EPAC1 GEF assay, Rap1b-BODIPY-GDP exchange fluorescence; actives 0.14% (n = 360,000);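 further: plate controls were vehicle for no effect and positive control for full effect; nearly all actives have a fitted effect of over 50% in size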
# FUS suppressor = qHTS for Suppressors of FUS Proteinopathy: Primary screen using FUS-linked yeast assay; S. cerevisiae FUS-expressing, growth rescue, OD600, 24 h; Potency, µM (titrated, usually from 76.6 µM), for the others: at the highest dose growth rescue (activation), hits mostly activators; actives 0.24% (n = 390,000); AID 1347120, 2019;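 further: plate controls were DMSO vehicle for no effect and reference control for full effect; nearly all actives have a fitted effect of over 55% in size; some results filed as inactive show a strong effect at the top dose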
#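 Toxicity suppression screen in FUS-yeast. Cells induced with 2% galactose, starting OD 0.005, treated 24hr at 30C with compounds at multiple final concentrations; growth by OD600.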
# EPAC1 ag = qHTS for Agonist of cAMP-regulated guanine nucleotide exchange factor 3 (EPAC1): primary screen. Rap guanine nucleotide exchange factor 3 (Homo sapiens), O95398. EPAC1 agonist qHTS, biochemical assay; response scale: 100% = response to 6.5 mM cAMP. Potency, µM (series often up to 154 µM), without a hit: top-dose activation, usual class: activators. actives 0.073% (n = 360,000). AID 720707, 2013; further: nearly all actives have a fitted effect of over 60% in size
#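 Multi-concentration qHTS readout: loss of Rap1B-bound BODIPY-GDP fluorescence driven by 100 nM EPAC1 with excess GDP (50 uM), monitored kinetically at room temperature; agonist response expressed relative to 6.5 mM cAMP.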
# PTHR1 agonist = qHTS for PTHR1 Agonists: Primary Screen. HEK293 GP2 PTHR1 cells, GloSensor cAMP luminescence, 1 h. Potency, µM (doses to about 115 µM), for the others: at the highest dose activation, usual class: activators. actives 0.075% (n = 410,000). AID 743266, 2014; further: nearly all actives have a fitted effect of over 55% in size; some results filed as inactive show a strong effect at the top dose; inactives centre near -15; many of its hits are not listed in these tables
# Target sequence (Q03431 whole entry, looked up): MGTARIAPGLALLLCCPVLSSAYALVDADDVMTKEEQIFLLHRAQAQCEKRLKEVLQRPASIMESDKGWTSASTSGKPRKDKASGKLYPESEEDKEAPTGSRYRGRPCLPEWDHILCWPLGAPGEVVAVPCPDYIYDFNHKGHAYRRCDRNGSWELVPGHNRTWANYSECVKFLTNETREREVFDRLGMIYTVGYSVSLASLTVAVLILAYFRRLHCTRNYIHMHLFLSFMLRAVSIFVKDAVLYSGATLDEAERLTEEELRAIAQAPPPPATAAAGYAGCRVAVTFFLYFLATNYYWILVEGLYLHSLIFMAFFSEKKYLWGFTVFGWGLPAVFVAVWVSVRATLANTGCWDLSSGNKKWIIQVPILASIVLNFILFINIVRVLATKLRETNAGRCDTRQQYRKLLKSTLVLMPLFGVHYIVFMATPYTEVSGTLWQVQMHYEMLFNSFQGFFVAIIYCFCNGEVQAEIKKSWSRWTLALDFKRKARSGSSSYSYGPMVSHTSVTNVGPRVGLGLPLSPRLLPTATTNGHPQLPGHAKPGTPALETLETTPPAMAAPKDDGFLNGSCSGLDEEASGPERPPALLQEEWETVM
#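 HEK-293-derived GP2 cells expressing PTHR1 and a GloSensor cAMP reporter, 3,000/well, plated overnight, given luciferin plus IBMX (each 0.5 mM as added) for 1 h at 37 °C, then compound for 1 h at 37 °C. Luminescence was read after 15 min at room temperature.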
# EPAC2 antagonist = qHTS for Antagonist of cAMP-regulated guanine nucleotide exchange factor 2 (EPAC2): primary screen; Rap guanine nucleotide exchange factor 4 (Homo sapiens), Q8WZA2; EPAC2 GEF exchange of Rap1B-BODIPY-GDP, fluorescence; Potency, µM (top dose mostly 114 µM), without a hit: at the highest dose activity, negative = inhibition, hits mostly inhibitors; actives 0.18% (n = 360,000); AID 720708, 2013; further: on the % scale 0 is the no-effect control and ±100 the full control effect; nearly all actives have a fitted effect of over 45% in size; many of its hits are not listed in these tables
# EPAC2 ag = qHTS for Agonist of cAMP-regulated guanine nucleotide exchange factor 4 (EPAC2): primary screen; Potency, µM (series often up to 154 µM), for inactives: at the top dose activation, most hits filed as activators; actives 0.079% (n = 360,000); AID 720711, 2013; EPAC2 activation, biochemical qHTS; response scale: 100% = 6.5 mM cAMP response; Rap guanine nucleotide exchange factor 4 (Homo sapiens), Q8WZA2; further: nearly all actives have a fitted effect of over 50% in size
#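 Compounds were titrated in qHTS against a Rap1B-BODIPY-GDP (250 nM) complex with EPAC2 (100 nM) and GDP (50 uM). BODIPY-GDP release tracked at 480/540 nm over 30 min at room temperature, normalized to 6.5 mM cAMP.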
# aSyn yeast inh = qHTS of alpha-syn Inhibitors; Yeast expressing alpha-synuclein, growth rescue, BacTiter-Glo, 24 h; Potency, µM (top dose mostly 46.1 µM), for inactives: at the highest dose growth rescue (activation), most hits filed as activators; actives 0.14% (n = 370,000); AID 652106, 2013; further: % of control where 0% means no effect; nearly all actives have a fitted effect of over 65% in size
#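 Galactose-induced alpha-syn yeast (OD600=0.02, raffinose-pregrown) + pinned cpd, 24 hr, 30 deg C; growth by BacTiter-Glo luminescence. Growth restoration scores as activation.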
# The depositor's hits bear a star; i = inactive; ? = inconclusive; . = not tested or not shown; [ ] = remark or other dose. The call rests on the fitted dose curve; in most records, active means well fitted curve in the direction sought with a large enough effect; inconclusive means small, poorly fitted or top-dose-only effect, or another doubt; inactive means no such curve, though single readings can be large; an effect the other way counts as inactive or inconclusive. Potency means the concentration at half of the fitted maximal effect.
SMILES,TDP43 rescue,EPAC1 antag,FUS suppressor,EPAC1 ag,PTHR1 agonist,EPAC2 antagonist,EPAC2 ag,aSyn yeast inh
O=C(CSc1nccc(=O)[nH]1)N1CCOCC1,20%,16%,-16%,10%,i,2%,10%,1%
COc1ccc(NC(C)=O)cc1S(=O)(=O)NC(C)c1ccc(-n2ccnc2)cc1 (configuration not stated),20%,-10%,-1%,1%,i,-8%,6%,4%
Cc1ccc(OCc2ccc(C(=O)N3CCOCC3)cc2)cc1C,22%,4%,23%,7%,-34%[inhibitor],-2%,-8%,0%
CCOC(=O)[C@]12CCC=C1N(Cc1ccc(Cl)cc1Cl)C(=O)[C@H](CC(=O)N1CCSCC1)C2,19%,-20%,?,6%,-1%,-4%,22%,1%
O=C(COc1ccc(S(=O)(=O)NC2CCCCC2)cc1Cl)N1CCN(c2ccccc2)CC1,-9%,-3%,34%,18%,-23%[57.5 µM],0%,12%,15%
COc1ccc(-c2nc(CS(=O)CC(=O)NC(C)CCc3ccccc3)c(C)o2)cc1OC (configuration not stated),12%,-3%,22%,3%,i,-5%,3%,10%
CCOC(=O)c1cc2n(c1C)-c1ccccc1C2=O,0%,-13%,8%,0%,-12%[57.5 µM],-5%,10%,9%
C[C@H](CO)N1C[C@H](C)[C@H](CN(C)Cc2ccncc2)Oc2ncc(Br)cc2C1=O,10%,7%,-8%,3%,-7%,4%,7%,2%
CCOC(=O)C1=C(CC)Nc2ccccc2N=C1NC(=O)c1oc2ccccc2c1C,14%,-14%,30%,2%,-28%,-10%,7%,9%
O=C(O)CCCN1C(=O)c2ccc(C(=O)c3cccc([N+](=O)[O-])c3)cc2C1=O,-14%,-8%,22%,2%,i,-2%,7%,-5%
CC1=NN(c2nc3ccccc3[nH]2)C(=O)C1Cc1ccccc1 (configuration not stated),-93%[inhibitor],2%,55%,-1%,i,31%[activator],-1%,-55%[inhibitor]
O=C(O)c1cccnc1Oc1ccccc1,17%,2%,-2%,14%,-7%,3%,5%,0%
COc1ccc(N2CCN(C(=O)CN(c3ccc(OC)cc3)S(=O)(=O)c3ccccc3)CC2)cc1,?,5%,.,-5%,-15%,-2%,-1%,6%
CCc1ccccc1N(C(C)=O)c1nc(CN=C=S)cs1,17%,3%,-20%,4%,-25%,-18%,7%,18%
C/C(=N/N=C1\SCC(=O)N1c1ccccc1)c1ccc(C)cc1,0%,15%,1%,11%,i,-4%,1%,-7%
C(=C\n1nnc2ccccc21)/c1ccc[nH]1,-6%,?,15%,-5%,-14%,-9%,-3%,-1%
COc1cc(C(=O)Nn2c(O)c(C3=c4ccccc4=NC3=O)sc2=S)ccc1O,18%,-7%,0%,-2%,1%,1%,6%,-2%
CCOC(=O)c1[nH]c(C)c(C(=O)OCC)c1C,?,-8%,-22%,-5%,-6%,0%,8%,-9%
CC(C)(O)C#Cc1ccc(C(=O)NCc2cccs2)s1,-10%,-2%,26%,-11%,-2%[57.5 µM],16%,7%,-1%
CC(Sc1nc(N)cc(=O)[nH]1)C(=O)Nc1sc2c(c1C#N)CCCC2 (configuration not stated),13%,-17%,7%,-8%,-29%,-6%,6%,-9%
Cc1nc(-c2ccc(NC(=O)C3CCCCC3)cc2)cs1,-6%,14%,-10%,-8%,-6%[57.5 µM],-3%,-85%[15.6 µM],-9%
CNC(=O)CSc1nc(-c2ccccc2)c(-c2ccccc2)[nH]1,12%,-12%,?,6%,i,-30%,0%,0%
Nc1nc2n(n1)C(c1cccs1)CC(c1ccccc1)N2 (configuration not stated),16%,-6%,25%,2%,-9%,-1%,2%,7%
CCOc1ccc(CN2CCN(CCCn3cccn3)CC2CCO)cc1 (configuration not stated),-2%,1%,5%,2%,i,7%,11%,-10%
O=C(/C=C/c1ccc(Cl)cc1Cl)NCc1ccncc1,-12%,3%,4%,1%,-8%[57.5 µM],10%,6%,-1%
SMILES,TDP43 rescue,EPAC1 antag,FUS suppressor,EPAC1 ag,PTHR1 agonist,EPAC2 antagonist,EPAC2 ag,aSyn yeast inh
Cc1cc(C)c(S(=O)(=O)N2CCCC2CNC(=O)c2ccc3c(c2)OCO3)c(C)c1 (configuration not stated),29%,4%,28%,4%,i,4%,9%,6%
CCOc1ccc(N(CC(=O)NCCSc2ccccn2)S(=O)(=O)c2ccc(Cl)cc2)cc1,-23%,-15%,-15%,3%,-22%,8%,5%,0%
Fc1ccc(Cn2c(SCc3ccc(F)c(C(F)(F)F)c3)nnc2C(F)(F)F)cc1,-16%,-19%,19%,-12%,i,-10%,-7%,18%
Cc1cccc(-c2nc3sc(C)cc3c(=O)o2)c1,0%,0%,4%,-4%,i,10%,0%,2%
Cc1c(CC(=O)NCCCC(=O)O)c(=O)oc2c(C)c3oc4c(c3cc12)CCCC4,20%,2%,-12%,4%,-15%,-9%,7%,0%
CC1(OCON)CCCc2ccccc21 (configuration not stated),-15%,-6%,-23%,-17%,-2%,0%,8%,0%
NS(=O)(=O)c1ccc(CCNC(=O)c2ccc(C#CC3(O)CCCCC3)cc2)cc1,3%,-12%,15%,7%,-46%[inhibitor],-3%,8%,-43%[inhibitor]
O=C(CSc1nnc(CNC(=O)c2c(F)cccc2F)o1)Nc1ccc2c(c1)OCO2,-7%,-14%,.,5%,-15%,-4%,-1%,0%
c1ccc2c(c1)OCC(c1csc3ncnc(N4CCCCC4)c13)O2 (configuration not stated),-10%,10%,4%,1%,-45%[inhibitor][57.5 µM],2%,5%,-8%
CC(CN1CCCCC1)OC(=O)c1ccc2c(c1)OCCO2 (configuration not stated),-15%,10%,4%,0%,i,24%,5%,-2%
Cc1ccc(S(=O)(=O)N2CCOCC2)cc1C(=O)Nc1cc(S(=O)(=O)N2CCCCC2)ccc1O,?,7%,.,-1%,i,-3%,-2%,-1%
O=C(c1ccc2c(=O)n(Cc3ccccc3)c(=S)[nH]c2c1)N1CCCC1,-3%,0%,15%,-2%,-11%,1%,2%,1%
CCOC(=O)C1=C[C@@H](C(C)(C)C)N(S(=O)(=O)c2ccc(C)cc2)[C@H]1c1cccc(Cl)c1,4%,-21%,6%,-14%,-68%[inhibitor],11%,4%,6%
CN(CC(=O)Nc1ccc(F)cc1)C(=O)c1ccc(N2C(=O)CCC2=O)cc1,13%,-2%,-10%,4%,i,14%,4%,-1%
Cc1cc(C)cc(N=Cc2[nH]c3ccc(Br)c(Cl)c3c2O)c1,23%,-6%,-7%,29%,-18%,5%,12%,8%
COc1cccc(C2Nc3ccc4ccccc4c3C3=C2C(=O)CC(C)(C)C3)c1OCC(=O)O (configuration not stated),0%,-9%,-10%,-2%,i,-17%,-9%,9%
O=C(CN1CCSc2ccccc21)NCc1ccccc1F,13µM*,.,-5%,.,i,.,.,10%
CCOC(=O)c1nnsc1NC(=O)Nc1ccc(OC)cc1,3%,4%,-23%,-4%,-1%,18%,5%,2%
CC(=O)Oc1ccc2c(=O)oc(-c3ccccc3C)nc2c1,14µM*,-4%,-13%,20%,-3%,-2%,9%,-1%
CCCc1c(NC(=O)Nc2ccc(F)cc2)cnn1-c1ccccc1,-18%,0%,8%,-13%,-86%[inhibitor],26%,5%,1%
O=C(Nc1ccccc1)c1ccc(CN2CCC(Cc3ccccc3)CC2)cc1,1%,13%,4%,2%,-26%[57.5 µM],10%,-6%,-7%
CC(=O)N(C)C[C@@H]1Oc2ncc(Br)cc2C(=O)N([C@H](C)CO)C[C@@H]1C,0%,24%,-26%,4%,-19%,1%,15%,-3%
O=C(Cn1cnc2ccccc2c1=O)c1c[nH]c2ccccc12,-14%,10%,22%,-1%,-11%[57.5 µM],10%,-6%,-5%
C/C(=N\NC(=O)c1cccc(N/N=C(\C)c2ccncc2)c1)c1ccncc1,15%,-5%,36%,2%,i,-1%,8%,0%
CC(=O)Nc1ccc(NC(=O)CN2C(=O)NC3(CCCCCCC3)C2=O)cc1,20%,-4%,9%,-5%,i,19%,4%,1%
SMILES,TDP43 rescue,EPAC1 antag,FUS suppressor,EPAC1 ag,PTHR1 agonist,EPAC2 antagonist,EPAC2 ag,aSyn yeast inh
CC(=O)O[C@H]1C[C@@]2(C)[C@@H](C[C@@H](O)[C@H]3[C@@]4(C)CC[C@@H](O)[C@@H](C)C4CC[C@@]32C)/C1=C(\CCC=C(C)C)C(=O)O (some centres not stated),?,-9%,-39%,1%,-24%,14%,2%,2%
CCN(c1ccccc1)S(=O)(=O)c1cc2c3c(c1)C(C)C(=O)N3CCC2 (configuration not stated),-17%,-2%,14%,-12%,i,-15%,-1%,-1%
Cc1nc(SCC#N)c2c(C)c(C)sc2n1,29%,-4%,8%,0%,i,3%,-1%,4%
Cc1ccc(S(=O)(=O)c2nc(-c3ccccc3)oc2N2CCC(C(N)=O)CC2)cc1,-26%,0%,28%,-8%,17%,-11%,-1%,1%
Cn1c2ccccc2c(=O)c2c(=O)n(-c3ccc(F)cc3)c(-c3cccs3)nc21,-14%,7%,33%,10%,-13%,-14%,11%,7%
COc1ccc(S(=O)(=O)N2C[C@@H](O)COC[C@@H]3O[C@H](CC(=O)NCCCN4CCOCC4)CC[C@H]32)cc1,12%,-5%,-3%,16%,-23%,8%,6%,2%
CCOC(=O)C1=C(C)N=C2SC(C)C(=O)N2C1c1ccc(OC(C)=O)c(OC)c1 (configuration not stated),1%,0%,?,0%,i,-2%,-3%,1%

# Given bar-delimited: entries from further up
Compound | TDP43 rescue | EPAC1 antag | FUS suppressor | EPAC1 ag | PTHR1 agonist | EPAC2 antagonist | EPAC2 ag | aSyn yeast inh
CCOC(=O)C1=C(C)N=C2SC(C)C(=O)N2C1c1ccc(OC(C)=O)c(OC)c1 (configuration not stated) | 1% | 0% | ? | 0% | i | -2% | -3% | 1%
Cc1ccc(S(=O)(=O)c2nc(-c3ccccc3)oc2N2CCC(C(N)=O)CC2)cc1 | -26% | 0% | 28% | -8% | 17% | -11% | -1% | 1%
Cn1c2ccccc2c(=O)c2c(=O)n(-c3ccc(F)cc3)c(-c3cccs3)nc21 | -14% | 7% | 33% | 10% | -13% | -14% | 11% | 7%

# These rows are one share of the data. The share of hits here may be higher or lower than overall.
